TLR9-MyD88 block: inhibitors of TLR9-MyD88 association in cells, primary screen, cell-based, CHO, BLA complementation, fluorescence. 340,000 compounds, 0.21% hits. CCF4 FRET ratio. inhibition, % at 4.98 µM. AID 504734, 2011;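 active = inhibition above the mean over all tested compounds plus 3 SD, cut at about 21% in these data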;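 note: 0% = DMSO only wells and 100% = clavulanate BLA inhibitor control wells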
LRH-1 inv ag: LRH-1 (NR5A2) inverse agonists, primary screen, cell-based, luminescence, HEK293T, StAR-luciferase reporter; Nuclear receptor subfamily 5 group A member 2 (Homo sapiens), O00482; LRH-1 transfected, 24 h; inhibition, % at 3.6 µM; 360,000 compounds, 0.13% hits; AID 602396, 2012;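 active = inhibition above the mean inhibition of all tested compounds plus 3 SD, cut at about 73% in these data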;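 note: 0% = DMSO wells and 100% = reporter-only cells lacking LRH-1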
SRC3 inh: SRC3 coactivator transcriptional activity inhibitors, primary screen, cell-based, luminescence. Nuclear receptor coactivator 3 (Homo sapiens), Q9Y6Q9. HEK293 GAL4-SRC3 luciferase reporter. inhibition, % at 3.6 µM. 360,000 compounds, 0.17% hits. AID 588352, 2011;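 active = inhibition above a per-campaign cutoff, the mean of all compounds plus 3 SD, cut at about 60% in these data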;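 note: 0% = DMSO-treated cells and 100% = gossypol-treated cells at 36 µM; higher means less SRC3-driven luciferase light from the GAL4 reporter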
NOD2-RIPK2 inh: NOD2-RIPK2 binding disruptors in cells, primary screen, fluorescence, CHO cells, BLA complementation | 360,000 compounds, 0.38% hits | CCF4 ratio | inhibition, % at 4.98 µM; in the data active = inhibition above about 21%;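 note: 0% = vehicle only and 100% = reference blocker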
TROY signal inh: inhibitors of TROY-driven NF-kB signaling, primary screen, Q293 LMP1-TROYcd cells, NF-kB luciferase, uHTS. Q293 LMP1-TROYcd NF-kB luciferase reporter, 4 h. inhibition, % at 10 µM. 360,000 compounds, 0.98% hits. AID 1347056, 2019;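 active = compounds whose plate-normalised and pattern-corrected inhibition of the luciferase reporter signal at the single screening dose is 50% or more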
LMP1 NFkB inh: EBV LMP1-driven NF-kappaB luciferase reporter inhibitors, primary screen, cell-based, luminescence, single point; LMP1-induced NF-kappaB luciferase reporter cells; inhibition, % at 12.5 µM; 350,000 compounds, 0.69% hits; in the data active = inhibition above about 41%;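 note: 0% = neutral control wells and 100% = reference inhibitor control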
SRC2 inh: inhibition of GAL4-SRC2 driven luciferase reporter, primary screen, SRC2 inhibitor project, cell-based, luminescence. HEK293 GAL4-SRC2 luciferase reporter. inhibition, % at 9 µM. 370,000 compounds, 0.17% hits. AID 651957, 2012;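 active = inhibition above the mean inhibition of all tested compounds plus 3 SD, set per campaign, cut at about 52% in these data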;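 note: 0% = DMSO treated cells and 100% = cells given Gossypol at 36 µM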
COUP-TFII inh: NR2F2 transcriptional activity inhibitors, primary screen, cell-based, luciferase reporter, HEK293T, luminescence. HEK293T NGFI-A luciferase reporter. inhibition, % at 8.6 µM. 370,000 compounds, 0.7% hits. AID 686940, 2013;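 active = inhibition above a per-plate cutoff, mean inhibition of test wells between control levels plus 3 SD, cut at about 38% in these data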;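 note: cells cotransfected with COUP-TFII expression vector driving the NGFI-A reporter; 0% = median of COUP-TF2 test wells and 100% = reporter-only cells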
NCOA1 inh: SRC1 coactivator transcriptional activity inhibitors, primary screen, cell-based, luminescence. Nuclear receptor coactivator 1 (Homo sapiens), Q15788. HEK293 GAL4-SRC1 luciferase reporter. inhibition, % at 3.6 µM. 360,000 compounds, 0.12% hits. AID 588354, 2011;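 active = inhibition above the campaign mean plus 3 SD, with each screening campaign given its own cutoff, cut at about 60% in these data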;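 note: 0% = DMSO treated cells and 100% = gossypol at 36 µM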
Target sequence (Q15788 whole entry, looked up, the tested form may be a part): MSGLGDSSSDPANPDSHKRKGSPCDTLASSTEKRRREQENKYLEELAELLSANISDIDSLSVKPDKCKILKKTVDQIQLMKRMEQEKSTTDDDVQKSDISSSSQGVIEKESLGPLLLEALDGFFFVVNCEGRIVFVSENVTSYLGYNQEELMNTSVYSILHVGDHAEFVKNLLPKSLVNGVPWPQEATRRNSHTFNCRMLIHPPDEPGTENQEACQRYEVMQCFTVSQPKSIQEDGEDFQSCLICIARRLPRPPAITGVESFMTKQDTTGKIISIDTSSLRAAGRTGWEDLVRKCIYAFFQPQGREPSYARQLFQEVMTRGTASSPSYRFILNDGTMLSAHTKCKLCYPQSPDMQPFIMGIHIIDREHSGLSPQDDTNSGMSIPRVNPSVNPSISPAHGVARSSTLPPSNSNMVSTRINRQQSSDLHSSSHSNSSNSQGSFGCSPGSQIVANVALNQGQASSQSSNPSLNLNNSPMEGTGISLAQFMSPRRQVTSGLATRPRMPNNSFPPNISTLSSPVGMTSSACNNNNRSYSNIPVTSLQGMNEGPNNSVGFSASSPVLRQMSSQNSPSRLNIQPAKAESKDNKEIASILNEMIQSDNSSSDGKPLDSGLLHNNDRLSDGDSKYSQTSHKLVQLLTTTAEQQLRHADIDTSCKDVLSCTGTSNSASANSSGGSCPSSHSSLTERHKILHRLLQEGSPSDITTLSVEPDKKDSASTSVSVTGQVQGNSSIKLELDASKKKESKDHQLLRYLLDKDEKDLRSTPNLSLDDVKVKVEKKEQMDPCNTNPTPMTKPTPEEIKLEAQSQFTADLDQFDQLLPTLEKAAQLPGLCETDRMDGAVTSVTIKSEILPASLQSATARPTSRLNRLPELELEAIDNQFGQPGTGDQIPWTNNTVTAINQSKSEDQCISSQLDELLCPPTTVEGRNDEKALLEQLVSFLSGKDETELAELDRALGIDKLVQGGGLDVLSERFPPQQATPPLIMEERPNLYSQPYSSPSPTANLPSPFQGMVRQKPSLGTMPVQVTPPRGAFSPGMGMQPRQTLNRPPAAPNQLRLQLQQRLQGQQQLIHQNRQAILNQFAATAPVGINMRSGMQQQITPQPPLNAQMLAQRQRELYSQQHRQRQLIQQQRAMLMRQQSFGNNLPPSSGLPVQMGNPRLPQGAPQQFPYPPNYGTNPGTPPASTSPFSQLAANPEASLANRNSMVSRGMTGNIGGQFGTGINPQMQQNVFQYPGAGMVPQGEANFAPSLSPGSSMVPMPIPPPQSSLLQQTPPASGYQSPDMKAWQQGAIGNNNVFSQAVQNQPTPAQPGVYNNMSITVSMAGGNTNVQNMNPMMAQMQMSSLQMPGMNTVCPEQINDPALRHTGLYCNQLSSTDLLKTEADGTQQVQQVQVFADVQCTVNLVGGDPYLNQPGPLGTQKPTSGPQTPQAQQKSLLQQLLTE
TWEAK Fn14 block: inhibitors of TWEAK-Fn14 signaling, primary screen, luciferase reporter cells, uHTS; TWEAK-stimulated Fn14 reporter cells, luciferase luminescence, 8 h; 360,000 compounds, 2% hits; inhibition, % at 10 µM; in the data active = inhibition above about 50%
C8 TRAIL sens: viability loss with TRAIL in NB7+C8 cells, primary screen, TRAIL sensitizer project, cell-based, ATPlite luminescence; inhibition (viability loss, TRAIL sensitization), % at 10 µM; 360,000 compounds, 1% hits;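 active = compounds causing at least 50% loss of cell viability in the single-dose screen, relative to plate controls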
* = called active by the depositor; x = not tested or not shown. Not all compounds are listed, so the mix of outcomes need not match the whole.

SMILES | TLR9-MyD88 block | LRH-1 inv ag | SRC3 inh | NOD2-RIPK2 inh | TROY signal inh | LMP1 NFkB inh | SRC2 inh | COUP-TFII inh | NCOA1 inh | TWEAK Fn14 block | C8 TRAIL sens
N=c1c(C(=O)NCC2CCCO2)cc2c(=O)n3ccccc3nc2n1Cc1ccc(Cl)cc1 (centres undefined) | -50 | 2 | -27 | -29 | -2 | -3 | -7 | 5 | -16 | -23 | 0
CCN(CC)S(=O)(=O)c1cccc(C(=O)Nc2nc3cc4c(cc3s2)OCCO4)c1 | -5 | 5 | 23 | -21 | 61* | 4 | 16 | 58* | 6 | 95* | 31
Cc1ccc(S(=O)(=O)N(C)c2ccc(C(=O)NCCc3ccccc3)cc2)cc1 | -1 | -17 | -40 | 7 | -49 | -12 | -34 | -37 | -56 | -3 | 40
CCOc1ccc(N2C(=O)/C(=C/c3ccco3)N(C)C2=S)cc1 | -1 | 15 | 6 | -4 | -4 | 5 | 3 | -3 | -12 | 20 | -5
COc1ccc(/C=N\NC(=O)c2ccccc2OC)cc1COc1ccccc1C | -3 | 21 | -3 | -1 | 23 | 3 | -16 | -14 | -17 | 11 | 9
Cc1ccc(NC(=O)c2cccc(C(=O)Nc3ccc(C)c(C)c3)n2)cc1C | -6 | 0 | -4 | -2 | -1 | -1 | 13 | 1 | 3 | 0 | 1
CC#CCN(Cc1ccco1)C(=O)C1CCC(=O)N(CCc2cccc(F)c2)C1 (centres undefined) | -5 | -37 | -3 | 8 | -4 | -1 | -13 | -15 | -20 | 9 | 2
O=C(CSc1ncc(-c2ccc(F)cc2)[nH]1)NCc1ccco1 | 4 | 2 | 2 | -10 | -13 | -6 | -8 | -8 | -56 | 1 | -3
CC(C)n1c(SCC(=O)NCc2ccco2)nnc1C1CC1 | -8 | -7 | 7 | -8 | 21 | -1 | 1 | 5 | -2 | 3 | -3
O=C1c2ccccc2C(=O)c2c1ccc1c(=O)n(C3CCCCC3)[nH]c21 | 6 | 23 | 11 | 4 | 35 | 9 | -49 | 5 | 1 | 31 | 30
O=C(Nc1ccc(F)cc1F)N1CCN(c2ncccn2)CC1 | 4 | -3 | 14 | -2 | 0 | -10 | -10 | 1 | -8 | 10 | 20
CN(Cc1ccc(F)cc1)C(=O)CNC(=O)c1cccs1 | 5 | -11 | 6 | 7 | -18 | -3 | -5 | -12 | -11 | -2 | -2
Cc1cc(OCC(=O)Nc2ccc(CN3CCOCC3)cc2)ccc1Cl | -3 | 15 | 6 | 5 | 25 | -1 | 23 | -11 | -4 | 2 | -6
Cc1cc(NC(=O)c2ccc(Cl)cc2)c(C)cc1O | 12 | -48 | -23 | 7 | -49 | -5 | -33 | 0 | -16 | -8 | 15
CCCCOc1ccc(C(=O)N2CCN(c3ncccn3)CC2)cc1 | 2 | -5 | 15 | -15 | -4 | 3 | -43 | 9 | -8 | 6 | -4
COc1ccc(CCNC(=O)c2ccc(CS(=O)Cc3ccc(Cl)cc3)o2)cc1OC (centres undefined) | -1 | 4 | 18 | 2 | 5 | -4 | -14 | -4 | 5 | -13 | -2
CCOC(=O)c1sc(=S)n(-c2cc(OC)ccc2OC)c1N | 6 | -12 | -23 | -1 | -28 | 9 | -14 | 7 | -10 | -12 | -6
CNC(=S)N(Cc1cccs1)Cc1cc2cc(OC)c(OC)cc2[nH]c1=O | -2 | 16 | 5 | -8 | -1 | 6 | -25 | -2 | 11 | 19 | -5
COc1ccc(Br)cc1CNc1ccc(O)cc1 | 1 | -11 | 13 | -1 | -17 | 6 | 0 | 9 | -9 | 19 | 7
CCC1(N(C(C)=O)c2ccc(OC)cc2)C(=O)c2ccccc2C1=O | 0 | -8 | -12 | 11 | 9 | 4 | -2 | 3 | -9 | -8 | 4
COc1cccc(/C=N/NC(=O)CNC(=O)/C=C\c2ccccc2)c1O | -10 | 1 | 2 | 4 | -36 | 6 | 15 | -4 | 12 | -25 | -4
COCc1cn(CC(C)n2c(=O)c3ccccc3n2Cc2cc(C(C)C)no2)nn1 (centres undefined) | x | 7 | x | 2 | x | x | -3 | 17 | x | x | 8
Cc1ccc(S(=O)(=O)c2cc(C)cc(S(=O)(=O)Nc3ccc(C(=O)O)cc3)c2C)cc1 | -10 | -8 | 24 | -10 | -8 | -4 | -5 | -14 | -3 | 15 | 4
COc1ccc(CN2CCCCCC2)cc1 | 7 | 11 | 12 | 2 | -17 | 7 | -21 | 3 | -2 | -18 | 0
O=C(/C=C/[C@H]1O[C@@H](n2ccc(=O)[nH]c2=O)[C@H](O)[C@@H]1O)NCCCc1ccccc1 | x | 7 | 20 | -6 | -1 | x | -1 | 0 | 2 | -1 | -10
O=C(O)CN1C(=O)/C(=C/C=C/c2ccccc2)SC1=S | -9 | -2 | -19 | -4 | -35 | 3 | 1 | 9 | -6 | 5 | 34
O=C(NCC1CCCO1)C1CCN(S(=O)(=O)c2cccc3nonc23)CC1 (centres undefined) | -13 | -8 | -6 | 3 | -9 | 3 | 6 | 7 | -4 | 4 | 6
COc1cccc(NC(=O)CN(C)C(=O)CN2C(=O)NC3(CCCC3)C2=O)c1 | 1 | -12 | 7 | -3 | -8 | -15 | 2 | 12 | -17 | -7 | -10
Cc1nc2nc(-c3cccnc3)[nH]n2c(=O)c1Cc1ccccc1 | -6 | -11 | -11 | -4 | -20 | -4 | 5 | 5 | 5 | 16 | 3
COc1cccc(-c2ccc3c(c2)C2CC3CCN2C(=O)c2ccc(Cl)cc2)c1 (centres undefined) | -3 | 8 | -3 | 0 | 9 | -1 | 0 | -6 | 5 | 7 | 9
O=C(CCN1C(=O)/C(=C/c2ccc3c(c2)OCO3)SC1=S)Nc1ccc(C(=O)O)cc1 | 7 | 11 | -27 | -6 | -57 | 5 | -9 | 7 | 4 | -19 | 11
c1nc(NC2CCCCC2)c2[nH]cnc2n1 | -1 | 1 | 6 | 4 | 1 | 6 | 11 | -1 | 1 | 4 | 2
O=C(Cn1nc(-c2ccccc2)c2ccccc2c1=O)NCCO | 3 | 6 | 1 | -14 | -8 | 6 | -17 | 6 | 7 | 23 | 11
CC(=O)Nc1cccc(NC(=O)C2C3C=CC(C3)C2C(=O)O)c1 (centres undefined) | -15 | -2 | -24 | -2 | 5 | 5 | 11 | 15 | 9 | 17 | -19
CCOc1ncccc1C(=O)OCCCC(=O)c1ccc(Br)cc1 | -7 | 4 | -2 | -4 | 3 | 4 | -12 | 8 | -20 | -10 | 15
CN1CCN(C2CN(Cc3cn(Cc4ccc(C(F)(F)F)cc4)nn3)S(=O)(=O)C2)CC1 (centres undefined) | x | -11 | x | -1 | -5 | x | 2 | -2 | x | 15 | -2
O=C(CNC(=O)c1ccccc1Br)NCC(c1ccco1)N1CCCCC1 (centres undefined) | 4 | -5 | 4 | -18 | 14 | -3 | -19 | -11 | -8 | 19 | 0
CCNC(=S)Nc1cc(OCC)c(NC(=O)c2cccs2)cc1OCC | 6 | -7 | 11 | -1 | -12 | 13 | -9 | -14 | 10 | -13 | -3
CCC(C)Sc1cc(C(F)(F)F)c(C(=O)Nc2ccc(Cl)cc2)cn1 (centres undefined) | 4 | 22 | 18 | -7 | 42 | 16 | -7 | 11 | 5 | 9 | 4
N#CC(C(=S)Nc1ccccc1)c1nc2ccccc2[nH]1 (centres undefined) | 4 | 19 | 18 | -12 | -10 | -1 | -4 | -1 | -20 | 34 | 9
O=C(Nc1ccc(Cl)c(Cl)c1)OCc1cccnc1 | -5 | -64 | -31 | 3 | -54 | -5 | -65 | -38 | -44 | 0 | 3
COC(=O)c1cn(NC(=O)c2cccc(OC)c2)c(=O)c2ccccc12 | 1 | 3 | -3 | -9 | 5 | 1 | 15 | 4 | 21 | -7 | -5
CCC(C)[C@H](N)c1nnc(SCC(=O)Nc2cccc(Cl)c2)o1 (some centres undefined) | 6 | -8 | 1 | 2 | -30 | -6 | -4 | 4 | 3 | 4 | 2
C[C@@H]1CCCCO[C@H](CN(C)C(=O)Nc2ccc(C(F)(F)F)cc2)[C@@H](C)CN([C@H](C)CO)C(=O)c2cc(NC(=O)c3ccncc3)ccc2O1 | -7 | 11 | 1 | -3 | 0 | 10 | 0 | 7 | 2 | -28 | -5
Cc1sc2ncnc(Nc3ccc(N4CCOCC4)cc3)c2c1-c1ccccc1 | -3 | -28 | -7 | -14 | 1 | 1 | -9 | 15 | -15 | 25 | 1
NCCc1nnc(SCc2ccccc2F)o1 | -4 | -22 | 17 | -1 | -4 | 1 | 5 | -6 | 4 | -4 | -6
Cc1cc(C(C)(C)C)oc1C(=O)N(CC(=O)NC1CCCC1)Cc1ccc(Cl)cc1 | -11 | 16 | -15 | -4 | 18 | 0 | 5 | 14 | -31 | 15 | 4
Cc1cc(N)n(-c2ncnc3scc(-c4ccc(Cl)cc4)c23)n1 | -8 | -12 | 4 | -6 | -5 | 1 | -36 | -2 | -2 | 8 | -5
CN1CCC(C)(C(=O)Nc2ccc3c(c2)OCCO3)C1 (centres undefined) | x | -13 | -10 | 3 | 0 | x | 18 | -4 | -34 | -8 | 1
CCOC(=O)C(=CNc1cc(C)ccc1-n1cccc1)C(=O)OCC | 2 | 10 | 8 | -1 | 29 | 11 | 8 | 3 | -3 | 6 | 11
CC(C)C(NC(=O)c1ccccc1F)C(=O)NCCc1ccccn1 (centres undefined) | 0 | -1 | 18 | -1 | -10 | 6 | -19 | 8 | -21 | -3 | -5
Cc1ccccc1-n1ncc2c1CC(C)(C)CC2NC(=O)CN1CCCC1=O (centres undefined) | -1 | -17 | 8 | 3 | -2 | -9 | 16 | -7 | 13 | 8 | -7
CCOC(=O)Cc1c(C)nc2cc(-c3ccc(C)cc3)[nH]n2c1=O | 0 | -14 | -34 | -7 | -42 | -22 | -17 | -4 | -39 | 4 | 0
Cc1ccc(C)c(NC(=O)CCC(=O)NNS(=O)(=O)c2ccc(Cl)cc2)c1 | 9 | -4 | -27 | -10 | 8 | -3 | 9 | -5 | 4 | 13 | 0
COc1c(C)cc(C(=O)C2CCCN(C(=O)C3=C(C)OCCO3)C2)cc1C (centres undefined) | -7 | -6 | 12 | -2 | 7 | -3 | -6 | 3 | 10 | -12 | -5
COc1ccc(NC2CCCN(C(=O)c3c(C)noc3C)C2)cc1 (centres undefined) | -9 | -13 | 16 | -8 | -4 | -9 | 25 | 12 | -91 | 11 | -5
Cc1cccnc1NC(=O)CN1C(=O)COc2ccc(Cl)cc21 | -8 | 2 | 5 | -3 | -3 | -5 | 3 | -4 | -18 | 1 | 1

Compound activity deposited in PubChem by several laboratories.
